Screening results from PubChem BioAssay.
NOD2 inhibition: inhibition of NOD2-driven NF-kB reporter – cell-based, luminescence, uHTS, HEK293 (AID 1566) | hit rate 0.63% among 290,000 | inhibition, % at 4 µM, or EC50 in µM where a hit was titrated | HEK293 NOD2/NF-kB luciferase reporter, luminescence; higher % means a stronger effect; note: many of its hits are not listed in these tables
KOR beta-arrestin-1: kappa opioid receptor activators – cell-based, luminescence, uHTS, primary screen (AID 1777) | KOR beta-arrestin recruitment, luminescence; higher % means a stronger effect | one-dose activation, % at 10 µM; EC50 in µM for titrated hits | hit rate 0.02% among 280,000; in the data active = activation above about 50%, passing the limit was not always enough; note: a part of the inactive calls stands beside numbers as strong as those of hits
HIV peptide binding: cell-free HIV fusion peptide-binding blockers – biochemical, uHTS, fluorescence dequenching, primary screen (AID 1986). cell-free peptide binding, fluorescence dequenching, 30 min; higher % means a stronger effect. inhibition, % at 20 µM; hits with a dose series show IC50 in µM. hit rate 0.3% among 290,000; in the data active = inhibition mostly above about 52%, no sharp cut-off; inactive = mostly below about 76%; note: some results filed as inactive read as strong as hits
West Nile virus CPE: inhibition of WNV-induced cytopathic effect – cell-based, CPE readout (AID 1621) | West Nile virus-infected cells, CPE inhibition; higher % means a stronger effect | CPE inhibition, % at 10 µM; hits with a dose series show IC50 in µM | hit rate 0.02% among 290,000; in the data active = a potency from the dose series; inconclusive = CPE inhibition mostly from about 3.7% at the one dose, without a potency; inactive = the rest, 99 in 100 with CPE inhibition below about 2.2%; note: strong numbers were not always called active
NOD1 inhibition: inhibition of NOD1-driven NF-kB reporter – cell-based, luminescence, uHTS, primary screen (AID 1578). NOD1-driven NF-kB luciferase reporter cells, luminescence; higher % means a stronger effect. inhibition, % at 4 µM, or EC50 in µM where a hit was titrated. hit rate 1% among 290,000; in the data active = inhibition mostly above about 36%, no sharp cut-off; inactive = mostly below about 34%;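 note: HEK-293T reporter cells stimulated with the NOD1 agonist gamma-tri-DAP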
KOR beta-arrestin-2: KOR antagonists, beta-arrestin recruitment, cell-based, luminescence, uHTS (AID 1778) | hit rate 0.091% among 290,000 | KOR beta-arrestin recruitment, luminescence, antagonist mode; higher % means a stronger effect | one-dose inhibition, % at 10 µM; IC50 in µM for titrated hits; note: strong numbers were not always called active
AID2073: inhibitors of Mint1-CaV2.2 protein interaction, biochemical, HTRF (AID 2073); inhibition, % at 20 µM; hits with a dose series show IC50 in µM; HTRF protein-protein interaction, Mint1-CaV2.2; higher % means a stronger effect; hit rate 0.19% among 290,000; in the data active = inhibition mostly above about 51%, no sharp cut-off; inconclusive = no clear call, values can overlap the other calls; inactive = mostly below about 53%; note: some results filed as inactive read as strong as hits
Yfh1-off respiration: enhancers of respiration in Yfh1-depleted yeast, dose response, Friedreich's ataxia, plus single-dose screen (AID 1465); S. cerevisiae Yfh1-off respiration, WST-1 reduction, 72 h; higher fold induction means a stronger effect; fold induction at 50 µM; hits with a dose series show EC50 in µM; hit rate 0.074% among 220,000;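 active = fold induction of absorbance versus untreated yeast above a set limit, then at least 30% activation at any dose in follow-up; inconclusive = repeats straddling the limit, or above it without dose testing; inactive = fold induction below the set limit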;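 note: activators that raise dye reduction in frataxin-depleted yeast; strong numbers were not always called active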
Dengue-2 NS5 capping: flavivirus cap methylation enzyme inhibition – biochemical, confirmation dose response, primary screen (AID 588689) | Dengue-2 NS5 methyltransferase capping enzyme assay, biochemical; higher % means a stronger effect | one-dose inhibition, % at 25 µM; IC50 in µM for titrated hits | hit rate 0.3% among 340,000; in the data active = a potency from the dose series; inconclusive = inhibition above about 29% without an active follow-up result
Dengue-2 NS5 capping pilot replicate: second read-out of Dengue-2 NS5 capping, no call of its own (marks repeat the call); inhibition, %; measured here: pilot screen replicate inhibition
Numbers without * were called inactive; i = inactive; ? = inconclusive; / = no result given; [ ] = dose if it differs, or a comment. Cut-off read from the data, not from the text of the source, unless noted: active = inhibition above about 50%; inactive = the rest. The list is partial. The share of hits here may be higher or lower than overall.

SMILES	NOD2 inhibition	KOR beta-arrestin-1	HIV peptide binding	West Nile virus CPE	NOD1 inhibition	KOR beta-arrestin-2	AID2073	Yfh1-off respiration	Dengue-2 NS5 capping	others
Cc1nn(C)cc1/C=C1\CCC/C(=C\c2cn(C)nc2C)C1=O	16%	0.1%	-2.0%	0.5%	0%	-31%	2%	i	-1%
O=C(NCc1csc(-c2ccccc2)n1)c1ccco1	-21%	6.4%	0.6%	0.0%	-40%	-9%	-3%	i	-3%
O=C(CCSc1nnc(-c2ccncc2)o1)Nc1cccc2ccccc12	8%	1.5%	-0.6%	1.1%	-16%	-15%	-4%	i	2%
CC(=O)c1ccc(N2CCN(C(=O)Cc3n[nH]c(=O)c4ccccc34)CC2)cc1	10%	7.2%	-0.9%	-1.1%	-30%	-16%	8%	i	-2%
CCOC(=O)c1noc(C)c1C(=O)Nc1nc(C)cc(C)n1	-3%	-0.2%	1.7%	-0.1%	-28%	-2%	20%	i	-6%
Cc1scc(C(=O)NNC(=S)NC(C)c2ccccc2)c1C (configuration not stated)	3%	-0.8%	-2.5%	-0.7%	-8%	-9%	-28%	i	-11%
O=S(=O)(NCC1COc2ccccc2O1)c1ccc2ccccc2c1 (configuration not stated)	4%	15%	0.3%	-0.9%	-8%	-15%	-2%	i	-6%
C=CCn1c(CCn2c3ccccc3c3ccccc32)n[nH]c1=S	-1%	-1.0%	-1.9%	-0.8%	3%	-30%	-8%	i	-7%
Cn1c(=O)c2c(SCC(=O)NCc3ccco3)nc(CC(C)(C)C)nc2n(C)c1=O	10%	-5.1%	41%	0.8%	7%	-5%	-1%	i	-4%
COc1cc(C)nc(OCCNC(=O)COc2ccc(Cl)cc2C)n1	9%	-2.2%	2.6%	-0.6%	-7%	-23%	3%	i	-8%
COCCN(C(=O)Cc1cccs1)c1nnc(-c2cccnc2)s1	4%	-3.5%	-0.1%	0.0%	-32%	-9%	9%	i	-7%
Cc1ccc(C2Nc3cccc4cccc(c34)N2)s1	9%	0.7%	46%	/	1%	-60%	74%	/	27%
Cc1cccc(NCc2cc(Cl)cc(Cl)c2O)n1	11%	-3.0%	5.2%	-0.2%	-11%	-9%	-7%	i	-3%
CC(NC(=S)N1CCN(c2ccccc2)CC1)c1ccccc1 (configuration not stated)	2%	-1.7%	1.5%	0.2%	3%	4%	-11%	i	-8%
Cc1ccc2nc(-c3ccc(NC(=O)CN(C)S(=O)(=O)c4ccccc4)cc3)sc2c1	-102%	11%	0.8%	-0.9%	-69%	-183%	58%	i	/
Cc1nn(-c2ccccc2)c(C)c1/C=N/n1c(-c2ccccc2Br)n[nH]c1=S	30%	2.6%	0.2%	-0.3%	5%	-3%	-62%	i	1%
CCN1CCN(c2oc(/C=C/c3ccccc3)nc2C#N)CC1	6%	-1.0%	-0.2%	0.0%	10%	17%	15%	i	-2%
COc1cccc(-n2c(SC)nnc2-c2c[nH]c3ccccc23)c1	-18%	-0.4%	2.1%	0.5%	-23%	-26%	-6%	i	2%
CCOC(=O)CSc1nc2c(c(=O)[nH]c(=O)n2C)n1Cc1ccccc1	12%	-5.1%	-1.7%	-0.3%	-29%	1%	11%	/	-12%
Cc1ccc(CN(CC(=O)N/N=C/c2ccco2)S(=O)(=O)c2ccc(C)cc2)cc1	0%	-3.5%	0.2%	-0.2%	2%	-30%	-6%	i	-10%
N#Cc1ccc(-c2ccccc2)nc1SCCN1CCOCC1	4%	-1.0%	1.0%	-0.3%	-22%	-13%	3%	i	-5%
CS(=O)(=O)c1ccc(S(=O)CC(=O)OCc2ccccc2)c([N+](=O)[O-])c1 (configuration not stated)	/	-4.4%	-1.6%	1.3%	/	34%	-12%	i	-17%
CC(=O)Nc1ccc(NC(=O)Cn2c(=O)n(-c3ccccc3)c(=O)c3oc4ccccc4c32)cc1	0%	-2.5%	-0.3%	0.1%	-15%	15%	26%	i	-11%
Cc1nn(CC(=O)NNC(=O)c2cccc(Br)c2)c(C)c1[N+](=O)[O-]	7%	9.7%	-1.6%	0.9%	-18%	-6%	7%	/	0%
Cc1ccc(-c2csc(/C=C3\SC(C)C(=O)N3CC(=O)Nc3ccccc3F)n2)cc1 (configuration not stated)	1%	1.0%	-0.3%	0.1%	-8%	20%	18%	i	-1%

The last 5 compounds of the section above lead into the next.
SMILES	NOD2 inhibition	KOR beta-arrestin-1	HIV peptide binding	West Nile virus CPE	NOD1 inhibition	KOR beta-arrestin-2	AID2073	Yfh1-off respiration	Dengue-2 NS5 capping	others
N#Cc1ccc(-c2ccccc2)nc1SCCN1CCOCC1	4%	-1.0%	1.0%	-0.3%	-22%	-13%	3%	i	-5%
CS(=O)(=O)c1ccc(S(=O)CC(=O)OCc2ccccc2)c([N+](=O)[O-])c1 (configuration not stated)	/	-4.4%	-1.6%	1.3%	/	34%	-12%	i	-17%
CC(=O)Nc1ccc(NC(=O)Cn2c(=O)n(-c3ccccc3)c(=O)c3oc4ccccc4c32)cc1	0%	-2.5%	-0.3%	0.1%	-15%	15%	26%	i	-11%
Cc1nn(CC(=O)NNC(=O)c2cccc(Br)c2)c(C)c1[N+](=O)[O-]	7%	9.7%	-1.6%	0.9%	-18%	-6%	7%	/	0%
Cc1ccc(-c2csc(/C=C3\SC(C)C(=O)N3CC(=O)Nc3ccccc3F)n2)cc1 (configuration not stated)	1%	1.0%	-0.3%	0.1%	-8%	20%	18%	i	-1%
CCCN(CCC)CCCNC(=O)c1ccc2c(Cl)c3c(nc2c1)CCC3	21%	-6.4%	-0.2%	0.6%	-2%	-6%	9%	/	-6%
CC(C)(C)OC(=O)NNC(=O)Nc1ccccc1C(F)(F)F	9%	1.8%	0.9%	0.1%	-21%	-16%	10%	i	-3%
c1ccc(CN2CCC(Nc3nc(-c4cccnc4)nc4ccccc34)CC2)cc1	11%	/	0.1%	?	-57%	/	6%	i	-5%
Cc1ccc(C(=O)COC(=O)CNC(=O)c2ccc(Br)o2)cc1[N+](=O)[O-]	5%	/	-1.1%	1.5%	-7%	1%	-7%	i	8%
Cc1ccc(/C(O)=C2/C(=O)C(=O)N(CCN3CCOCC3)C2c2ccccn2)cc1 (configuration not stated)	16%	-3.1%	1.9%	0.2%	-14%	37%	-4%	i	-2%
CCCCN(C)CCCNC(=O)CN1C(=O)COc2ccc(S(=O)(=O)N3CCOCC3)cc21	9%	-6.3%	-1.1%	-0.3%	-4%	-22%	12%	/	-4%
COc1cccc(C2=NOC(C(=O)NCc3cccs3)C2)c1 (configuration not stated)	12%	-3.9%	0.1%	0.3%	-18%	-20%	1%	i	-7%
O=C(COc1ccc2ccccc2c1)NCC1CCCO1 (configuration not stated)	-10%	-1.6%	0.9%	-0.1%	-1%	-8%	2%	/	-3%
FC(F)Oc1ccc(NC(=S)NCc2ccco2)cc1Cl	-10%	-0.8%	15%	-0.7%	-25%	-44%[20 µM]	37%	i	-25%
Cn1cccc1/C=C1\SC(=O)N(c2ccccc2)C1=O	-68%	-1.6%	2.1%	-0.8%	-23%	6%	-17%	i	-33%
CCC(=O)Nc1ccc(S(=O)(=O)Nc2cccc(C)c2)cc1OC	-14%	4.9%	0.7%	-0.1%	-27%	24%	-2%	i	3%	Dengue-2 NS5 capping pilot replicate=-0.3
COc1ccc(CN2CCN(C(=O)c3cc(-c4cccnc4)nc4ccc(Cl)cc34)CC2)c(OC)c1OC	9%	-2.9%	1.4%	0.3%	-15%	-96%[20 µM]	-2%	i	-5%
Cc1ccc(-n2c(=S)[nH]c3sc4c(c3c2=O)CCc2ccccc2-4)cc1	25%	0.0%	4.6%	-0.4%	52%	-2%	37%	i	/
CCN1CCN(c2ccc(NC(=O)c3cccc(N4CCCC4=O)c3)cc2)CC1	-13%	6.3%	-1.9%	-0.4%	-49%	-5%	-9%	/	-11%
Fc1ccccc1OCCCN1CCOCC1	4%	11%	0.6%	0.6%	-18%	-8%	0%	i	2%
COCCCNC(=O)CCc1nc2cccnc2n1Cc1ccccc1	-7%	5.4%	0.6%	-0.5%	-28%	20%	-1%	i	-2%
CCc1ccc(NC2CC(=O)N(c3ccc(OC)cc3OC)C2=O)cc1 (configuration not stated)	23%	-5.7%	-1.9%	-0.4%	4%	24%	-8%	i	4%
CCN(CC)c1ccc(NS(=O)(=O)c2cn(C)c(=O)n(C)c2=O)c(C)c1	13%	-0.2%	-2.2%	-0.9%	9%	-17%[20 µM]	-49%	/	-1%
COc1ccc(-c2c[n+]3c(n2-c2ccccc2)SCC3)cc1	31%	2.9%	11%	1.3%	10%	-2%	2%	i	-2%
O=Cc1cn(CCOc2ccccc2F)c2ccccc12	-2%	0.1%	2.0%	0.4%	31%	-10%	6%	/	-6%
Fc1cccc(Nc2cc(-n3cccn3)ncn2)c1	-13%	-1.4%	2.5%	0.1%	-23%	9%	22%	i	-5%
Cc1ccc2oc(=O)n(CCOc3ccccc3)c2c1	-51%	/	-1.8%	0.1%	-35%	-21%[20 µM]	-7%	i	-4%
CCN(CC)S(=O)(=O)c1ccc(O)c(NC(=O)c2cc(-c3cc(OC)c(OC)c(OC)c3)nc3ccccc23)c1	19%	3.0%	-1.8%	0.2%	63%	-15%	22%	/	11%
CC1=C(C(=O)Nc2ccccn2)C(c2ccc3c(c2)OCO3)C2=C(CC(C)(C)CC2=O)N1 (configuration not stated)	4%	4.0%	-0.3%	0.5%	-16%	-29%	-2%	i	1%
CC(=O)c1ccc(NC(=O)CCc2nnc3ccc(N4CCCC4)nn23)cc1	0%	-1.8%	-0.8%	-0.5%	-33%	-8%	8%	/	2%

(next part)
SMILES	NOD2 inhibition	KOR beta-arrestin-1	HIV peptide binding	West Nile virus CPE	NOD1 inhibition	KOR beta-arrestin-2	AID2073	Yfh1-off respiration	Dengue-2 NS5 capping	others
CCCNC(=O)c1ccccc1C(=O)NC1(C(=O)NCCC)CCCC1	-2%	0.5%	0.3%	0.1%	-8%	11%	14%	i	3%
CN(C)S(=O)(=O)c1cccc(-c2nnc(SCC(=O)NCCCCCC(=O)O)n2-c2ccc(F)cc2)c1	21%	-3.5%	2.5%	0.1%	-1%	5%	9%	i	-12%
CCOC(=O)C1CCN(S(=O)(=O)Cc2ccccc2)C1=O (configuration not stated)	6%	-3.2%	2.0%	0.2%	-2%	14%	16%	i	-10%
COc1ccc(-c2cnc(SCC(=O)Nc3ccc4c(c3)OCO4)n2Cc2ccco2)cc1	-20%	-6.8%	3.0%	/	12%	-14%	-4%	/	-1%
Fc1ccc(-c2nnc(-c3ccc(Cl)cc3Cl)o2)cc1	-138%	0.2%	2.0%	-0.1%	-12%	5%	48%	i	-1%
C/C(=N\NC(=O)c1ccc(-c2ccccc2)cc1)c1cccc(N)c1	-18%	-9.3%	-2.5%	-0.1%	-42%	22%[20 µM]	-1%	i	-5%
COc1ccc(OC)c(N2C(=O)C(Cl)=C(N3CCCCC3)C2=O)c1	12%	12%	0.5%	1.4%	0%	32%	11%	i	1%
Cc1ccc(Cc2cncc(O)c2)cc1S(=O)(=O)O	8%	0.7%	2.9%	-0.1%	-12%	24%	-11%	i	-5%
Cc1cccc(N(CC(=O)NC2CCCCC2)C(=O)CCCC(=O)Nc2ccccn2)c1	8%	1.1%	6.9%	-0.5%	-26%	-32%	4%	i	5%
